From PubChem BioAssay
GALK inh: blocks human galactokinase activity | P51570 | Purified GALK, Kinase-Glo residual ATP luminescence | Potency, µM (titrated, usually from 57.5 µM), without a hit: at the highest dose activity change, negative = inhibition, usual class: inhibitors | 0.007% of 270,000 active | AID 1868; also: potency is read from the fitted curve at half-maximal effect; % is scaled to controls: 0 for no effect and ±100 for the full control effect
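Kinase-Glo Plus luminescence measured ATP left after a 1 h room-temperature reaction. The reaction used 5 nM GALK, 100 uM galactose and 35 uM ATP at pH 8.0 (20 mM HEPES, 5 mM MgCl2, 60 mM NaCl, 1 mM DTT, 0.01% BSA).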
KCNH2 3.1 inh: inhibitors of human KCNH2 3.1 potassium channel isoform; 0.95% of 340,000 active; U2OS KCNH2 3.1, thallium flux FluxOr; stronger effect = lower value; AID 720553; activity change, % (tested at about 1.8 µM);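 active = maximum activity change below -70%; inconclusive = maximum activity change from -70% to -50%; inactive = maximum activity change above -50%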;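 also: thallium influx rate constant from kinetic fluorescence after stimulation buffer; % is scaled to controls: 0 for no effect and ±100 for the full control effect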
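Normalized rate constant (relative to positive and negative DMSO controls) derived from a 2 min kinetic fluorescence read after stimulation; U2OS cells expressing the 3.1 isoform via virus at 1.77 x 10^8 /mL.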
KCNH2 WT inh: KCNH2 (human, wildtype) channel inhibition; U2OS, BacMam KCNH2, thallium flux FluxOr; stronger effect = lower value; activity change, % at 1.84 µM; 0.37% of 340,000 active; AID 720551;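 active = maximum activity change below -70%; inconclusive = maximum activity change between -70% and -50%; inactive = maximum activity change above -50%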; also: % is scaled to controls: 0 for no effect and ±100 for the full control effect
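U2OS cells transduced with wild-type KCNH2 virus are loaded with FluxOr dye for 45 min, and thallium flux is measured in kinetic reads before and after stimulation buffer. Rate constants are normalized to DMSO controls.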
MBNL1-CUG inh: blocks human MBNL1 binding to CUG repeat RNA; Potency, µM (doses to about 57.5 µM), for the others: at the top dose activity change, negative = inhibition, usual class: inhibitors; TR-FRET MBNL1-His/biotin-(CUG)12 binding, 665/545 ratio; 0.036% of 280,000 active; Q9NR56; AID 2675; active = well fitted inhibition curve with a large enough effect in the signal ratio, with a control signal flat, not every such curve was filed as active; inconclusive = small, poorly fitted or top-dose-only effect, or effect the other way, or a change in a side signal; inactive = no such curve, though single readings can be large or run the other way; the % refers to the signal ratio; also: potency is read from the fitted curve at half-maximal effect; % is scaled to controls: 0 for no effect and ±100 for the full control effect
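His-tagged MBNL1 binding to biotinylated (CUG)12 RNA was measured by TR-FRET using terbium anti-His antibody (0.055 ng/ul final) and streptavidin-XL665 (5 nM final). Compounds were titrated 92 nM to 58 uM; 60 min at room temperature.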
AT treatment: candidate therapy for ataxia-telangiectasia; […] A-T fibroblasts, KAP-1 phosphorylation AlphaLISA; neocarzinostatin DNA damage 30 min before lysis; Potency, µM (top dose mostly 57.5 µM), without a hit: at the top dose activation, most hits filed as activators; 0.19% of 320,000 active; AID 485349; also: potency is read from the fitted curve at half-maximal effect; % of control where 0% means no effect; nearly all actives have a fitted effect of over 45% in size
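hTERT-immortalized A-T patient fibroblasts ([…]), 500 cells/well in OPTI-MEM, 1% FBS, got compounds for 60 min, then NCS for 30 min at 37C. Lysates were then assayed for phospho-KAP-1 by AlphaLISA (anti-pKAP1 donor, anti-KAP1 acceptor beads), 6 hr at 25C.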
CXXC DNA block: blocks binding of human MLL CXXC domain to DNA; AID 2662; 0.037% of 290,000 active; MLL-CXXC / FITC-HOXA9 DNA fluorescence polarization; Potency, µM (doses to about 115 µM), inactives show at the top dose activity change, negative = inhibition, actives largely listed as inhibitors; Q03164; active = well fitted inhibition curve with a large enough effect in the polarisation, with a control signal flat, not every such curve was filed as active; inconclusive = small, poorly fitted or top-dose-only effect, or effect the other way, or a change in a side signal; inactive = no such curve, though single readings can be large or run the other way; the % refers to the polarisation; also: potency is read from the fitted curve at half-maximal effect
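Fluorescence polarization: 7 uM MLL-CXXC (stock) preincubated 5 min with compounds, then 50 nM fluorescein-HOX-A9 DNA (stock) added; 30 min ambient. Buffer 50 mM Tris-HCl pH 7.5, 50 mM NaCl, 1 mM DTT, 0.05% BSA.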
Coupling enz: counter-screen for Giardia aldolase inhibitors: coupling enzyme system. coupling enzyme system counterscreen, AmpLite Red fluorescence. activity change, negative = inhibition, % at 58.2 µM, hits read low. 0.67% of 290,000 active. AID 2472; in the data active = activity change below about -30%; also: % is scaled to controls: 0 for no effect and ±100 for the full control effect
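Counterscreen lacking aldolase: glyceraldehyde-3-phosphate coupling-enzyme reagent preincubated 10 min at RT with compound (at 57.5 uM final), then substrate/coupling system with AmpLite Red added; fluorescence read at 525/598 nm after 20 min RT.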
ASM inhibitor: human S-ASM enzyme inhibition; AID 504937; Potency, µM (series often up to 57.5 µM), inactives show at the top dose activity change, negative = inhibition, hits mostly inhibitors; placental ASM, HMU-PC fluorogenic substrate, 60 min; 0.006% of 340,000 active; P17405; also: potency is read from the fitted curve at half-maximal effect
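Human placenta-derived ASM preincubated with compound 10 min at room temperature, then reacted with 9 uM (final) fluorogenic HMU-PC substrate for 60 min at 37 C. Stop solution raises pH to 10; fluorescence read at Ex 386/Em 447 nm.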
TRPV1 agonist: human TRPV1 agonism; Q8NER1; TRPV1-expressing cells, Fluo-8 calcium influx, agonist mode; activation, % at 8.33 µM; 0.19% of 320,000 active; AID 540275; in the data active = activation above about 80%; inconclusive = between about 30% and that limit; also: 0% is about no effect
Target sequence (Q8NER1 whole entry, looked up): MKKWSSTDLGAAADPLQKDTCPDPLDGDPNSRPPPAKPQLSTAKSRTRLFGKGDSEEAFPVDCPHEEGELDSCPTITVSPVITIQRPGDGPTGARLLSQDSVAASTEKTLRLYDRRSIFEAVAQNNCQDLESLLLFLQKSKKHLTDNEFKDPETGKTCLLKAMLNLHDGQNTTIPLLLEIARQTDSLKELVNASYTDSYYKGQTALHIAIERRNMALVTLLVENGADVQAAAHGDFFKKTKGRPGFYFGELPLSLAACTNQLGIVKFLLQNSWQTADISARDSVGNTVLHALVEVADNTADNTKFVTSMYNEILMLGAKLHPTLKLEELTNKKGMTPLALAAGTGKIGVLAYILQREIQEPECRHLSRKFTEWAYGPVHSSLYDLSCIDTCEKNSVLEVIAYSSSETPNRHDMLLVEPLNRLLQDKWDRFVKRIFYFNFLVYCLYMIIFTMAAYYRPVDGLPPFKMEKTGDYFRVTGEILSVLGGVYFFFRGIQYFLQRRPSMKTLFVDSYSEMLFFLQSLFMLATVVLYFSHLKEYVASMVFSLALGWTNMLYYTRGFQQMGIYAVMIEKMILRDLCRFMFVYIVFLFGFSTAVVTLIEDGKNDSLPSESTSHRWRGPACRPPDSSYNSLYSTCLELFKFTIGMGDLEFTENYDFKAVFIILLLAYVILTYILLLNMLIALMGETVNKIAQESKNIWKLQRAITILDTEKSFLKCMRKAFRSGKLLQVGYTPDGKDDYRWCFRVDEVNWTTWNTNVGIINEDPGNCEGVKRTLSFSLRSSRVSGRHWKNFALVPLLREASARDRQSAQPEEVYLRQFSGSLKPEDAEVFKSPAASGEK
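Fluo-8 calcium influx in TRPV1-expressing cells, kinetic read (ex 480/em 520 nm). Compound added and read 3 min for agonist activity, followed by capsaicin at EC20 final and 2 min further read for enhancement.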
Integrin act MD: activates integrin-mediated alleviation for muscular dystrophy. Potency, µM (highest dose often 38.3 µM), without a hit: top-dose activation, most hits filed as activators. alpha7betagal myoblasts, beta-gal FDG fluorescence, 48 h. 0.064% of 350,000 active. AID 624291;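 also: potency is read from the fitted curve at half-maximal effect; 100% = response of the positive control SU9516; nearly all actives have a fitted effect of over 60% in size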
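Alpha7betagal+/- myoblasts (passage 13) were plated 16-24 hr, then exposed to compounds (1:260 dilution of DMSO stock) for 48 hours at 37C. After MPER lysis, β-galactosidase reporter activity was read as FDG fluorescence (ex 480/em 540) after 30 minutes.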
The depositor's hits bear a star; i = inactive; ? = inconclusive; . = no result given; & = joins results of further samples; [ ] = dose if it differs, or a comment. Unless noted, calls follow the shape of the dose curve; as a rule, active = well fitted curve in the direction sought with a large enough effect; inconclusive = small, poorly fitted or top-dose-only effect, or another doubt; inactive = no such curve, though single readings can be large; an effect the other way counts as inactive or inconclusive.

SMILES	GALK inh	KCNH2 3.1 inh	KCNH2 WT inh	MBNL1-CUG inh	AT treatment	CXXC DNA block	Coupling enz	ASM inhibitor	TRPV1 agonist	Integrin act MD
Cc1ccc2nc(N(CCCN(C)C)C(=O)CN3C(=O)c4ccccc4C3=O)sc2c1	1%	-87*	34	-1%	-1%	19%	3	-10%	8	-1%
COc1ccccc1NC(=S)NCc1ccco1	-3%	7	-23	0%	-2%	1%	7	2%	-5	-10%
CCC(C)NS(=O)(=O)c1ccc(NC(=O)Cc2ccc(OC)cc2)cc1 (configuration not stated)	-2%	12	-5	5%	-2%	3%	-1	-1%	7	-24%
CC(C)C1NC(C(=O)O)Cc2c1[nH]c1ccccc21 (configuration not stated)	1%	4	-6	2%	3%	-2%	1&2	68%[activator]	3	-30%
CCN(C(=O)COC(=O)c1cccc(C)c1[N+](=O)[O-])c1c(N)n(Cc2ccccc2)c(=O)[nH]c1=O	.	4	-4	.	0%	.	.	-2%	2	-7%
CCCn1nc(Oc2nc(NCC)nc(NC(C)C)n2)ccc1=O	-4%	-2	-9	-8%	-1%	-3%	.	0%	1	10%
COc1ccccc1N1CC(C(=O)OCC(=O)Nc2cc(C)on2)CC1=O (configuration not stated)	.	33	0	.	0%	.	.	2%	2	0%
Cc1cc(Br)c(NC(=O)COC(=O)CC2CC3CCC2C3)c(Br)c1 (configuration not stated)	.	14	-10	.	1%	.	.	4%	.	11%
CCCn1nnnc1NCc1ccccc1OCc1cccs1	0%	12	-4	-9%	6%	0%	1	0%	-2	4%
Cc1ccc(NC(=O)CN(c2ccc(C)cc2)S(=O)(=O)c2cccc3nonc23)cc1	.	-24	1	?	-6%	-3%	-4	-9%	-2	-17%
Cc1ccc(CNc2ccc(N3C(=O)CC(C)C3=O)cc2[N+](=O)[O-])cc1 (configuration not stated)	1%	-7	1	?	-6%	17%	6	-13%	5	1%
CSc1ccccc1C(=O)C1CCCN(C(=O)c2cc(C(C)C)no2)C1 (configuration not stated)	1%	4	1	-11%	-4%	0%	-2	-1%	0	-11%
CC1CCN(S(=O)(=O)c2ccc(NC(=O)CN3CCCC3)cc2)CC1	1%	-3	11	-2%	0%	33%[activator]	1	3%	1	4%
Cc1ccc(C(=O)COC(=O)COc2ccc(C)c(C)c2)cc1	0%	-8	-11	-1%	5%	13%	.	-1%	23	19%
CC/C(=N/NC(=O)c1ccc2c(c1)OCO2)c1ccccc1O	.	-14	1	.	.	.	.	12%	.	-47%[inhibitor]
C=CCc1ccc(OCCCCNC2CCCC2)c(OC)c1	-2%	5	25	0%	-2%	-5%	0	1%	2	-54%[inhibitor]
CC(=O)Nc1ccc(NC(=O)C(C)OC(=O)C2CCCC2)cc1 (configuration not stated)	.	-5	13	.	-15%	.	.	3%	2	6%
O=C(O)CC(=O)Nc1ccccc1	-1%	7	0	-1%	1%	9%	2	3%	2	2%
O=C(NCc1cn2ccsc2n1)Nc1ccc(Cl)cc1	1%	2	4	-4%	-6%	61%[activator]	-6	0%	4	-38%
COc1ccccc1NC(=O)CN1CCN(CC(=O)Nc2ccc(Cl)c(C(F)(F)F)c2)CC1	2%	-26	13	0%	3%	11%	-3	-14%	2	-49%[inhibitor]
CCCc1cc(C(=O)Nc2nnc(C)s2)cs1	0%	4	-11	6%	7%	-2%	0	-1%	-2	12%[7.66 µM]
CCOC(=O)C1=C(C)NC(=S)NC1c1ccc(OC(=O)c2ccco2)cc1 (configuration not stated)	0%	3	4	-13%	3%	-6%	6	-2%	1	1%
CCOC(=O)C(=O)Nc1nc(-c2ccc3c(c2)CCN3C(=O)C2CC2)c(C)s1	0%	31	-13	15%	-7%	-5%	1	-2%	13	-6%
O=C(Nc1ccc2ccccc2c1)/C(=C/c1cccc(Br)c1)NC(=O)c1ccco1	0%	?	-18	22%	0%	10%	2	0%	0	9%
COc1ccc(C(=O)OCC(=O)Nc2sccc2C(N)=O)cc1OC	-2%	-24	3	.	-2%	-2%	-1	0%	5	-8%
(continued)
SMILES	GALK inh	KCNH2 3.1 inh	KCNH2 WT inh	MBNL1-CUG inh	AT treatment	CXXC DNA block	Coupling enz	ASM inhibitor	TRPV1 agonist	Integrin act MD
COc1cccc(C2C(C(=O)c3sc(C)nc3C)=C(O)C(=O)N2CCN(C)C)c1OC (configuration not stated)	-2%	.	.	1%	6%	4%	-1	.	-3	.
Cc1ccc(NC(=O)COC(=O)CNC(=O)c2ccc(Cl)cc2Cl)cc1S(=O)(=O)N1CCOCC1	.	6	3	.	.	.	.	-6%	-2	-8%
Nc1nc(-c2ccc(Cl)cc2)nn1C(=O)c1cccnc1	0%	12	-8	-7%	2%	15%	1	-3%	0	22%[7.66 µM]
O=C(COc1ccc(Cl)cc1)NCCCNC(=O)c1cnccn1	0%	5	-5	-2%	7%	2%	-1	4%	3	0%
CCc1nn(CC(=O)NCCCN(CC)c2cccc(C)c2)c(=O)c2cc3occc3n12	5%	.	.	2%	-5%	-1%	7	.	12	.
CCCCC(=O)NC(c1cccs1)c1cc(Cl)c2cccnc2c1O (configuration not stated)	1%	-4	-12	23%	-6%	-6%	0	-1%	8	2%
COc1ccc(C2=NN(C(=O)CCC(=O)O)C(c3cccs3)C2)cc1OC (configuration not stated)	2%	-12	.	24%	5%	0%	4	1%	0	1%
CCOc1ccccc1NC(=S)NCc1ccccc1	-3%	-10	-14	-1%	-1%	13%	2	1%	-1	-33%
CN(C)CCN(C(=O)c1ccc(S(=O)(=O)N(C)c2ccccc2)cc1)c1nc2ccc(Cl)cc2s1	7%	6	18	-9%	14%	6%	.	-3%	-1	-57%[inhibitor]
COC(=O)c1ccc(Cn2cnc3c(cnn3-c3ccc(Cl)cc3)c2=O)o1	.	-75*	-7	-5%	-8%	3%	-1	-2%	10	0%
O=C(Cc1cccc(NC(=O)C2CCCN(C(=O)CCc3ccccc3)C2)c1)Nc1ccc(C(=O)N2CCCCC2)cc1 (configuration not stated)	.	-10	14	.	.	.	.	-3%	.	-28%
CN(C(=O)COc1ccc(-c2nnco2)cc1)C1CCS(=O)(=O)C1 (configuration not stated)	.	5	4	.	-5%	.	.	15%	0	21%
Cc1ccc(S(=O)(=O)N2CC=C(C(=O)NCCC(C)C)CC2)cc1	.	1	-7	-10%	-12%	1%	-2	1%	1	-28%
Cc1cc(Br)ccc1NC(=O)CSCc1c(C)noc1C	.	15	-10	.	2%	.	.	3%	.	-14%
CC(=O)Nc1nc2c(ncn2COCCOC(C)=O)c(=O)[nH]1	0%	.	.	-3%	19%	-2%	-2	.	.	.
CSc1ccc(/C=C/C(=O)NC23CC4CC(CC(C4)C2)C3)cc1	1%	2	-1	14%	.	-3%	-7	3%	?	-10%
Cc1ccc(NC(=O)CC2S/C(=N/N=C/c3ccco3)NC2=O)cc1Cl (configuration not stated)	0%	1	9	0%	-3%	8%	-2	1%	1	-6%
N#C/C=C1\Sc2ccccc2C(=O)N1CC(=O)N1CCN(S(=O)(=O)c2ccccc2)CC1	8%	3	-5	3%	-1%	4%	4	9%	-1	-16%
CCCCNC(=O)CCn1nc(-c2ccccc2)c2ccccc2c1=O	-3%	-3	-11	-3%	-3%	0%	0	1%	9	5%
COCCNc1nc(N)c([N+](=O)[O-])c(Nc2ccc(F)cc2)n1	-3%	7	-2	7%	2%	35%	0	1%	1	-19%
CC(=O)c1ccc(NC(=O)/C(=C\c2ccc(F)cc2)NC(=O)c2ccco2)cc1	-4%	1	-5	6%	5%	3%	-3	-10%	1	3%
CCN(C(=O)COC(=O)CSc1ccc([N+](=O)[O-])cc1)C1CCS(=O)(=O)C1 (configuration not stated)	3%	-3	-1	?	6%	7%	.	.	1	5%
CC(=O)Nc1ccc(S(=O)(=O)N2CCC(C(=O)N[C@@H](C)C(=O)NC3CCCC3)CC2)cc1	10%	17	-12	0%	-1%	-9%	0	4%	3	28%
Fc1ccc(/C=C/c2nnc(-c3cccs3)o2)cc1	0%	-13	i	9%	-1%	15%	1	1%	?	13%
O=c1[nH]c(SCc2nc3ccccc3n2Cc2ccccc2)nc2ccccc12	0%	-3	17	26%	7%	-7%	2	2%	16	-4%
O=C(COc1ccc(Cl)cc1)N1CCN(c2cccc(C(F)(F)F)c2)CC1	-4%	-15	-3	-1%	.	1%	-4	-12%	26	-18%
CCOc1ccc2nc(NC(=S)NCc3ccccc3)sc2c1	-2%	7	17	7%	2%	19%	-2	-3%	2	-3%
